Assay outcomes deposited in PubChem by several laboratories.
Siah-1 displacement: blockers of Siah-1 interaction with plectin peptide – biochemical, fluorescence polarization, rhodamine-plectin, uHTS, primary screen (AID 1817) | Siah-1 / rhodamine-plectin peptide fluorescence polarization; higher % means a stronger effect | one-dose displacement, % at 20 µM; IC50 in µM for titrated hits | 290,000 tested, 0.02% active;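 active means displacement of at least 50% at 20 µM, with a fluorescence ratio check between 0.3 and a set limit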;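 further: plate controls were Siah plus tracer with DMSO for no effect and tracer alone without Siah for full effect; strong numbers were not always called active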
XIAP antagonists: small molecules displacing peptide from XIAP – biochemical, IAP family, fluorescence polarization (AID 1018); 200,000 tested, 0.007% active; displacement, % at 20 µM; hits with a dose series show IC50 in µM; XIAP BIR domain, fluorescence polarization peptide displacement; higher % means a stronger effect; in the data active means displacement above about 50%; further: a part of the inactive calls stands beside numbers as strong as those of hits
PMI inhibition: MPI inhibition at elevated mannose 6-phosphate – biochemical, fluorescence intensity, high mannose 6-phosphate, primary screen (AID 1220). inhibition, % at 20 µM; hits with a dose series show IC50 in µM. recombinant PMI enzyme, coupled fluorescence intensity; higher % means a stronger effect. 190,000 tested, 0.66% active; in the data active means inhibition above about 50%
M17LAP inhibition: P. falciparum M17LAP inhibitors, primary screen, biochemical, fluorogenic H-Leu-NHMec substrate, 1536-well (AID 1619); recombinant M17LAP, H-Leu-NHMec fluorogenic kinetic assay; higher % means a stronger effect; inhibition, % at 30 µM, or IC50 in µM where a hit was titrated; 220,000 tested, 0.38% active;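 active means compound inhibiting the enzyme by more than half at any dose during confirmatory dose-response retesting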;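 further: plate controls were full reaction with DMSO carrier for no effect and no enzyme background for full effect; strong numbers were not always called active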
Yfh1-off respiration: mitochondrial function rescue without frataxin homolog – Friedreich's ataxia, plus single-dose screen, dose response (AID 1465); one-dose fold induction at 50 µM; EC50 in µM for titrated hits; 220,000 tested, 0.074% active; S. cerevisiae Yfh1-off respiration, WST-1 reduction, 72 h; higher fold induction means a stronger effect;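 active means fold induction of absorbance versus untreated yeast above a set limit, then at least 30% activation at any dose in follow-up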;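 further: activators that raise dye reduction in frataxin-depleted yeast; strong numbers were not always called active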
P. falciparum M1AAP: malaria alanyl aminopeptidase activity blockers – biochemical, fluorogenic H-Leu-NHMec substrate, 1536-well (AID 1445) | inhibition, % at 30 µM; hits with a dose series show IC50 in µM | recombinant M1AAP, H-Leu-NHMec fluorogenic kinetic assay; higher % means a stronger effect | 220,000 tested, 0.42% active;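 active means primary inhibition above the hit cutoff, then over 50% inhibition at one or more dose response concentrations, cut at about 23% in these data, passing the limit was not always enough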;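 further: plate controls were DMSO full reaction for no effect and no enzyme background for full effect; strong numbers were not always called active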
ER stress rescue: rescue of cells from ER stress-induced death, primary screen, 384-well, CSM14.1, thapsigargin, ATP luminescence (AID 1222) | CSM14.1 thapsigargin-induced death rescue, ATP luminescence; higher % means a stronger effect | one-dose cellular ATP content (survival), % at 20 µM; EC50 in µM for titrated hits | 190,000 tested, under 10 active;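 active means EC50 below 50 µM in the dose-response confirmation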;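 further: death triggered by thapsigargin at about 15 µM added after 2 h compound pretreatment; cell ATP read after overnight thapsigargin exposure of roughly 18 to 22 hours; normalized against plate controls of thapsigargin alone and 5% DMSO vehicle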
PhoP inhibition: inhibitors of PhoP regulon expression, primary screen, Salmonella Typhimurium, GFP reporter (AID 1863) | inhibition, % at 50 µM; hits with a dose series show IC50 in µM | 300,000 tested, 0.16% active | S. Typhimurium PhoP-regulated promoter GFP reporter, 4 h; higher % means a stronger effect;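 active means inhibition over 29.93%, a cutoff 3 SD above the screen mean, later confirmed by dose response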;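 further: 0% = low Mg2+ inducing control and 100% = high Mg2+ repressing control; strong numbers were not always called active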
West Nile antiviral: West Nile virus antiviral activity, cell-based, CPE readout (AID 1621); West Nile virus-infected cells, CPE inhibition; higher % means a stronger effect; CPE inhibition, % at 10 µM, or IC50 in µM where a hit was titrated; 290,000 tested, 0.02% active; in the data active means a potency from the dose series; further: strong numbers were not always called active
The depositor's hits bear a star; i = inactive; . = not tested or not shown; & = joins results of further samples.

smiles	XIAP antagonists	PhoP inhibition	Siah-1 displacement	ER stress rescue	P. falciparum M1AAP	M17LAP inhibition	West Nile antiviral	Yfh1-off respiration	PMI inhibition
CC(C)(C)c1ccc(C(=O)N2CCN(CCNC(=O)C(=O)NCc3ccccc3)CC2)cc1	-5.0%	10%	2%	-7.4%	-6%	-4%	-1.0%	i	-11%
COCCSc1ccccc1C(=O)N1CCN(c2ccccc2)CC1	-2.0%	7%	0%	1.7%	-1%	-1%	-0.4%	i	-7%
C/C(=N\O)c1ccc2c(c1)CC(C)O2 (stereo unspecified)	.	-7%	-4%	.	4%	-3%	-0.1%	i	.
O=[N+]([O-])c1cccc(N=NN(CCO)c2cccc([N+](=O)[O-])c2)c1	-5.7%	2%	-1%	3.6%	-7%	-5%	0.0%	i	7%
COC(=O)c1sccc1NC(=S)Nc1cccc(F)c1	.	-6%	13%	.	4%	12%	-0.4%	i	.
O=C1CCC(=O)N1c1ccc(NCCc2cccc(F)c2)c([N+](=O)[O-])c1	-9.5%	-4%	2%	-1.5%	3%	-5%	0.4%	i	-7%
Cc1onc(-c2ccccc2)c1C(=O)NC(=S)NNC(=O)c1ccncc1	-7.4%	3%	-6%	-1.4%	-11%	24%	0.1%	i	1%
Cn1c(=O)c2c(ncn2CC(=O)N/N=C/C=C/c2ccccc2)n(C)c1=O	-14%	-8%	-4%	1.2%	12%	2%	-0.2%	i	-1%
Cc1c(C(=O)N2CCN(c3ccccn3)CC2)oc2ccccc12	-5.3%	-1%	-3%	.	7%	-5%	1.4%	i	2%
COc1ccc(OC)c(NC(=O)C(=S)NC2CCCCC2)c1	-6.7%	5%	5%	-2.4%	2%	-4%	-0.1%	i	15%

Some of the entries above, set out differently.
The line under a structure holds: XIAP antagonists	PhoP inhibition	Siah-1 displacement	ER stress rescue	P. falciparum M1AAP	M17LAP inhibition	West Nile antiviral	Yfh1-off respiration	PMI inhibition
> COC(=O)c1sccc1NC(=S)Nc1cccc(F)c1
  .	-6%	13%	.	4%	12%	-0.4%	i	.
> O=C1CCC(=O)N1c1ccc(NCCc2cccc(F)c2)c([N+](=O)[O-])c1
  -9.5%	-4%	2%	-1.5%	3%	-5%	0.4%	i	-7%

Carrying on:
smiles	XIAP antagonists	PhoP inhibition	Siah-1 displacement	ER stress rescue	P. falciparum M1AAP	M17LAP inhibition	West Nile antiviral	Yfh1-off respiration	PMI inhibition
COC(=O)CCC(=O)NNC(=O)c1ccc(Cl)cc1Cl	-3.2%	7%	-6%	-0.5%	2%	6%	-0.7%	i	5%
CN(C)CCCn1c(N)c(S(=O)(=O)c2ccccc2)c2nc3ccccc3nc21	.	-11%	11%	.	15%	-36%	-0.4%	i	.
Cc1c(NC(=O)COc2cccc3c2OC(C)(C)C3)c(=O)n(-c2ccccc2)n1C	-4.2%	-1%	6%	0.0%	2%	1%	0.3%	i	-6%
CCOC(=O)c1cc(NC(=O)N2CCCCC2)c(C)nc1C	-5.0%	9%	2%	-2.0%	-2%	-6%	-1.2%	i	2%
C=CCNc1nc(-c2ccccc2)c(C(=O)OCC)cc1C#N	-1.8%	-5%	0%	-1.7%	6%	-16%	0.3%	i	7%
COc1cc2cc(CN(CCc3cccc(C)c3)C(=S)NCCCN(C)C)c(=O)[nH]c2cc1OC	-2.9%	3%	2%	-1.6%	4%	21%	0.6%	i	-6%
Brc1ccc(-c2nc3ccccc3s2)s1	-8.1%	10%	2%	-2.3%	-1%	-3%	0.1%	i	4%
Cc1c(C(=O)N2CCc3ccccc32)oc2ccccc12	.	5%	1%	-2.7%	5%	-10%	-0.3%	i	0%
CN(C(=O)c1cnc2n(c1=O)CCS2)C1CCCCC1	-3.6%	10%	0%	-1.3%	8%	3%	0.5%	i	-8%
CC(Oc1ccc(Cl)cc1Cl)c1nc(-c2ccccn2)no1 (stereo unspecified)	-3.9%	0%	0%	-2.9%	-2%	2%	-0.8%	i	4%

smiles	XIAP antagonists	PhoP inhibition	Siah-1 displacement	ER stress rescue	P. falciparum M1AAP	M17LAP inhibition	West Nile antiviral	Yfh1-off respiration	PMI inhibition
COc1cccc(C(=O)Nc2ccccc2N2CCCC2)c1	-2.4%	-16%	-3%	.	10%	8%	0.3%	i	-4%
CCC(C)c1ccccc1NC(=S)Nc1cccnc1 (stereo unspecified)	-2.1%	-4%	4%	-0.9%	-5%	0%	-0.2%	i	-7%
CCOC(=O)c1cc(NC(=O)Nc2nc3ccccc3s2)c(C)nc1C	-8.5%	9%	-4%	-2.0%	5%	10%	-0.6%	i	-1%
COc1ccc(/C=C/C(=O)N(C(C)C)C(C)C)cc1Br	-4.8%	-5%	0%	-1.5%	16%	-3%	-0.4%	i	11%
COC(=O)c1cc(-c2ccc(OC)cc2)n[nH]1	-1.5%	5%	4%	-1.0%	1%	-6%	0.2%	i	5%
Cc1csc(NC(=O)C2CCCN(S(=O)(=O)c3ccc4c(c3)oc(=O)n4C)C2)n1 (stereo unspecified)	-8.2%	6%	0%	-0.3%	2%	-3%	-0.2%	i	17%
CC(C)(C)c1ccc(OCC(=O)O)cc1	1.0%	22%&-3%	4%&0%	1.6%	-7%&-1%	3%&-3%	-0.2%&-0.1%	i	-4%
COc1ccc(CCNC(=O)C2CC(=O)N(C3CCCC3)C2)cc1OC (stereo unspecified)	-5.2%	3%	-4%	1.4%	0%	-3%	0.3%	i	24%
Cc1ccc(COCCN2CCN(S(=O)(=O)c3ccc(C)cc3)CCC2=O)cc1	-4.0%	0%	7%	7.6%	6%	-6%	-0.9%	i	5%
O=c1oc2ccccc2c(N2CCCC2)c1CN1CCCC1	-4.5%	-5%	-3%	-0.2%	13%	19%	-0.2%	i	10%

smiles	XIAP antagonists	PhoP inhibition	Siah-1 displacement	ER stress rescue	P. falciparum M1AAP	M17LAP inhibition	West Nile antiviral	Yfh1-off respiration	PMI inhibition
CCCOC(=O)CN1C(=O)c2ccc(C(=O)OCCC)cc2C1=O	-8.0%	3%	0%	-0.8%	-1%	-2%	0.2%	i	6%
Cc1cc(-c2c(C)[nH]n(-c3ccccc3)c2=O)n[nH]1	-1.7%	5%	-2%	-0.8%	-2%	1%	0.1%	i	-4%
CC(C)NC(=O)C1(O)c2ccccc2NC(=O)N1c1ccc(Cl)c(Cl)c1 (stereo unspecified)	-3.0%	2%	-1%	7.4%	3%	-10%	0.6%	i	4%
C/C(=N\Nc1ccccn1)c1ccc(N2CCOCC2)cc1	-2.9%	-3%	3%	1.1%	11%	19%	-0.3%	i	38%
Cc1[nH]c2ccccc2c1C(=O)C(=O)NCc1cccs1	-3.7%	1%	9%	1.2%	18%	-2%	-0.3%	i	-4%
COc1ccc(C2C(C(=O)c3cc4cccc(OC)c4o3)=C(O)C(=O)N2CCCN(C)C)cc1OC (stereo unspecified)	0.1%	.	0%	1.4%	.	.	.	.	-3%
COc1ccc(-c2nn(-c3ccccc3)cc2/C=N/N=C(N)N)cc1OC	-2.1%	10%	-6%	0.0%	11%	14%	-1.7%	i	8%
CCOC(=O)C1=C(C)N(CCCC(=O)O)C(=O)NC1c1ccc([N+](=O)[O-])cc1 (stereo unspecified)	-4.1%	4%	5%	0.7%	4%	1%	0.0%	i	15%
O=C(Nc1c2c(nc3ccccc13)CCCC2)c1ccccc1F	-4.2%	-4%	1%	-0.5%	0%	-30%	-0.2%	i	1%
CCc1cc(C(=O)O)c(NC(=O)C(c2ccccc2)c2ccccc2)s1	-1.3%	8%	-1%	-2.3%	1%	21%	0.2%	i	-5%

smiles	XIAP antagonists	PhoP inhibition	Siah-1 displacement	ER stress rescue	P. falciparum M1AAP	M17LAP inhibition	West Nile antiviral	Yfh1-off respiration	PMI inhibition
CC(=O)c1c(C)[nH]c(C(=O)NCc2cccs2)c1C	-9.7%	10%	-5%	.	1%	9%	0.3%	i	-6%
CN(C)c1ccc(NC(=O)C(=O)C2C(=O)Nc3ccccc32)cc1 (stereo unspecified)	.	-10%	3%	.	2%	1%	-0.3%	i	.
Cc1ccc(CSc2nc3sc(C)c(C)c3c(=O)n2Cc2ccco2)cc1	-3.4%	-11%	0%	-0.7%	10%	5%	-0.6%	i	15%
CC(=O)Nc1ccc(S(=O)(=O)N(CCc2ccccc2)CC(=O)N/N=C/c2ccc(C(=O)O)cc2)cc1	-7.3%	-1%	1%	0.3%	4%	14%	0.8%	i	-4%
CN1CCN(C(=O)CN(c2cccc(Cl)c2)S(=O)(=O)c2ccccc2)CC1	-1.2%	3%	0%	-0.6%	6%	0%	0.3%	i	-4%
C/C=C/Cn1c(N(C)Cc2ccccc2)nc2c1c(=O)[nH]c(=O)n2C	1.4%	-2%	0%	.	9%	8%	-0.3%	i	11%
NS(=O)(=O)c1ccc(NC(=O)CN2CCCC2)cc1	-14%	-10%	-2%	-1.4%	3%	-6%	0.6%	i	-9%
Cc1cccc(Nc2sc(C(=O)c3cc4cc(Cl)ccc4o3)c(N)c2C#N)c1	.	-12%	3%	.	4%	5%	0.0%	i	.
COc1cc(-c2nc(S(=O)(=O)c3ccc(Cl)cc3)c(N(C)C)o2)cc(OC)c1OC	-4.3%	-8%	18%	1.6%	8%	7%	1.3%	i	3%
CC(=O)CC(c1ccc([N+](=O)[O-])cc1)c1c(O)c2ccccc2oc1=O (stereo unspecified)	-9.5%	2%	0%	-2.4%	1%	16%	0.1%	i	-1%

smiles	XIAP antagonists	PhoP inhibition	Siah-1 displacement	ER stress rescue	P. falciparum M1AAP	M17LAP inhibition	West Nile antiviral	Yfh1-off respiration	PMI inhibition
Cc1nn(-c2ccccc2)c(N)c1C(c1ccc(C(C)C)cc1)c1c(C)nn(-c2ccccc2)c1N	-1.1%	17%	-2%	-2.3%	-1%	7%	-1.0%	i	14%
CCOc1ccc(CCNC(=O)c2ccc3nc(N4CCOCC4)sc3c2)cc1OCC	.	-3%	-2%	.	-1%	3%	-0.4%	i	.
O=S(=O)(/C=C/c1ccccc1)NC1CCCCCC1	-9.6%	-2%	-4%	-0.9%	6%	1%	-1.2%	i	1%
O=C(CC1Oc2ccccc2NC1=O)NC1CCCC1 (stereo unspecified)	-7.1%	0%	3%	-0.6%	4%	11%	-0.6%	i	-13%
O=C(NCc1ccccc1F)Nc1ccc([N+](=O)[O-])cc1	-5.1%	-3%	2%	7.4%	14%	5%	0.2%	i	-3%
COc1cccc(OC)c1C(=O)Nc1ccc([N+](=O)[O-])cn1	1.2%	-10%	0%	-0.1%	4%	14%	-0.1%	i	-36%
NS(=O)(=O)c1ccc(NC(=O)COC(=O)c2cnc(Cl)c(Cl)c2)cc1	.	1%	-3%	.	1%	-1%	-0.3%	i	.
O=C(CSc1ncn[nH]1)N1CCOCC1	-6.2%	-8%	-3%	-1.1%	2%	3%	0.1%	i	.
Cc1cc(Cl)ccc1NC(=S)NCC(C)C	-4.5%	28%	4%	13%	-5%	-10%	-0.7%	i	13%
O=C(O)C(Cc1ccccc1)N1C(=O)C2CCCCC2C1=O (stereo unspecified)	-6.2%	.	-7%	-0.9%	.	.	0.0%	i	2%
